Screening results as filed in PubChem.
USP2a block – USP2a (human) protease inhibition; AID 463254; USP2 core, Ub-CHOP2 coupled fluorogenic reporter, 485/531; O75604; Potency, µM (series often up to 38.3 µM), without a hit: at the top dose activity change, negative = inhibition, usual class: inhibitors; 330,000 tested, 0.01% active;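 note: potency is the fitted concentration of half-maximal effect; plate controls were DMSO wells for no effect and full inhibition by NEM control for full effect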
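Deubiquitinase activity read as fluorescence (485/531 nm) after Ub-CHOP2 cleavage activates the enterokinase reporter on its substrate; USP2 core 10nM, Ub-CHOP2 and substrate 25nM each, 30min compound preincubation then 60min RT; data normalized to NEM, curves fitted.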
TSHR antag – antagonists of human thyroid stimulating hormone receptor. P16473. TSHR-expressing cells, TSH-stimulated cAMP HTRF, 2 h; hits give low values. AID 504810. 330,000 tested, 0.2% active. activity change, negative = inhibition, % at 11.5 µM;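 active = activity change below a set negative limit, meaning inhibition stronger than a set level, cut at about -70% in these data; inconclusive = activity change between two set negative limits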; note: % is set by controls: 0 for no effect and ±100 for the full control effect
Target sequence (P16473 whole entry, looked up): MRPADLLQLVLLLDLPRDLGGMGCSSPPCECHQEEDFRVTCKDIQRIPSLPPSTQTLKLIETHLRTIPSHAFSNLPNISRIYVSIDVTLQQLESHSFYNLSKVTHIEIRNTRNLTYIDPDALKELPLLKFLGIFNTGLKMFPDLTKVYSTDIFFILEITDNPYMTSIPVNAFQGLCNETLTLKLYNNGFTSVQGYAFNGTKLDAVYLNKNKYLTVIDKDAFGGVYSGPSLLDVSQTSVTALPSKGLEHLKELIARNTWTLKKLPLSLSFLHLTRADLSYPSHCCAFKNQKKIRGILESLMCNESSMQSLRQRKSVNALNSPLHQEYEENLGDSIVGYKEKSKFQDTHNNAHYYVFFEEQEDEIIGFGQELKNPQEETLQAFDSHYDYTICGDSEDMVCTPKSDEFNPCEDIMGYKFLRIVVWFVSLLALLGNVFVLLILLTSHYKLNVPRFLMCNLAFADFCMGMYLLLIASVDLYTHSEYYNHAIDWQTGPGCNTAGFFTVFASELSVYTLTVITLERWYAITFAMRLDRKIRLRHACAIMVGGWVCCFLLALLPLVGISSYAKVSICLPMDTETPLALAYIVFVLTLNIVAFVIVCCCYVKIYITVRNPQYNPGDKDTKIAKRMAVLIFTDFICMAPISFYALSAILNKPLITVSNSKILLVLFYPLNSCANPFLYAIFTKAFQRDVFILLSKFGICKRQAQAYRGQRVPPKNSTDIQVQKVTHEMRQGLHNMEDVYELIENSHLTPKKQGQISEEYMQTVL
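Competitive HTRF cAMP read-out (cryptate anti-cAMP antibody, cAMP-d2; 30 min, room temperature) in freshly harvested TSHR cells. Compounds added before TSH at EC80 (4nM final), followed by 2 hours' incubation at 37 deg C.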
Mito fusion act – mitochondrial division inhibition or fusion activation; S. cerevisiae fusion-defective mutant growth rescue, CellTiterGlo 48 h; Potency, µM (titrated, usually from 46.1 µM), inactives show top-dose growth rescue (activation), actives largely listed as activators; 320,000 tested, 0.23% active; AID 485298;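 note: potency is the fitted concentration of half-maximal effect; % of control where 0% means no effect; nearly all actives have a fitted effect of over 45% in size; temperature-sensitive fusion mutants such as fzo1-1 at 37 °C on non-fermentable ethanol glycerol medium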
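Growth-rescue viability read-out: after 48 h at the non-permissive 37C in glycerol/ethanol YPEG, yeast mitochondrial fusion mutants are measured by CellTiterGlo luminescence; compounds (23 nl pinned per well) restoring growth score as division inhibitors or fusion activators.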
Tb PFK inh – inhibitors of T. brucei phosphofructokinase. O15648. T. brucei PFK, ADP-Glo luminescence. Potency, µM (doses to about 57.5 µM), for inactives: top-dose activity, negative = inhibition, most hits filed as inhibitors. 330,000 tested, 0.17% active;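 note: potency is the fitted concentration of half-maximal effect; 0% = uninhibited 1x PFK enzyme wells and -100% = no-enzyme wells; nearly all actives have a fitted effect of over 60% in size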
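Activity is normalized to no-enzyme wells (full inhibition) and 1.25 nM enzyme wells (no inhibition). Reaction: 0.5 mM F6P, 0.1 mM ATP, 45 min RT, ADP-Glo luminescence; concentration-response curves fitted and classed by quality.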
uPA generation – cell surface uPA generation inhibition; AID 540303; Potency, µM (top dose mostly 38.3 µM), inactives show top-dose activity change, negative = inhibition, hits mostly inhibitors; 330,000 tested, 0.31% active; cell surface uPA generation assay, qHTS; active = well fitted inhibition curve with a large enough effect; inconclusive = small, poorly fitted or top-dose-only effect; inactive = no such curve, though single readings can be large or run the other way; tested in mouse RAW 264.7 cells; note: potency is the fitted concentration of half-maximal effect; % is set by controls: 0 for no effect and ±100 for the full control effect; nearly all actives have a fitted effect of over 55% in size
ELG1 DNA repair – ELG1-dependent DNA repair inhibition; 330,000 tested, 2.3% active; HEK293T ELG1-luciferase reporter, luminescence, 16 h; DNA damage induced by 5-fluorouridine; Potency, µM (doses to about 46.1 µM), without a hit: at the top dose activity change, negative = inhibition, most hits filed as inhibitors; note: potency is the fitted concentration of half-maximal effect; % is set by controls: 0 for no effect and ±100 for the full control effect; nearly all actives have a fitted effect of over 55% in size
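Reporter activity after DNA damage by 5-fluorouridine is monitored. Compound-treated cells incubate 16 hr at 37 °C, then ONE-Glo is added for 30 min before luminescence reading.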
Chronic BCR inh – blocks chronic active B-cell receptor signaling. ABC-DLBCL IkBa-CBG/CBR reporter, luminescence ratio, 4 h. Potency, µM (top dose mostly 46.1 µM), without a hit: at the highest dose ratio change, negative = lower green/red ratio, hits mostly inhibitors. 340,000 tested, 0.05% active. AID 493014; active = well fitted inhibition curve with a large enough effect in the signal ratio, with a control signal flat, not every such curve was filed as active; inconclusive = small, poorly fitted or top-dose-only effect, or effect the other way, or a change in a side signal; the % refers to the signal ratio;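 note: potency is the fitted concentration of half-maximal effect; plate controls were basal doxycycline-induced cells for no effect and cells given 10 µM MG132 for full effect; MG132 reads +100%, hits lower the ratio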
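Doxycycline induced both beetle luciferases in TMD8 lymphoma cells; IKK-driven degradation limits the IkappaBalpha-fused green signal, while red luminescence normalises for cell number and nonspecific effects. Compounds tested up to 46 uM, 4 hrs.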
Eya2 inh – Eya2 (human) phosphatase inhibition | recombinant Eya2, OMFP fluorescence dephosphorylation (OMFP is methylfluorescein phosphate) | Potency, µM (doses to about 76.9 µM), inactives show at the highest dose activity, negative = inhibition, usual class: inhibitors | 330,000 tested, 0.006% active; note: potency is the fitted concentration of half-maximal effect; % is set by controls: 0 for no effect and ±100 for the full control effect
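Eya2 (0.2 uM) preincubated 10 min at ambient with compound, then OMFP substrate added at 50 uM; 10 min reaction in 50 mM HEPES pH 7.5, 50 mM NaCl, 5 uM MgCl2, 0.05% BSA, 1 mM DTT. Fluorescence read at Ex 485/Em 525 nm.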
B2AR arrestin – agonists driving beta-arrestin recruitment to human beta2-adrenergic receptor | P07550 | 330,000 tested, 0.02% active | AID 492947 | Potency, µM (doses to about 46.1 µM), for inactives: top-dose activation, most hits filed as activators | beta-arrestin recruitment to beta2AR, cell-based reporter;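 note: potency is the fitted concentration of half-maximal effect; 0% = DMSO controls and full agonism = EC100 isoproterenol or metaproterenol; nearly all actives have a fitted effect of over 65% in size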
TCR activator – T cell receptor activation; primary human leukocytes, anti-CD3, IL-2 HTRF, 48 h; Potency, µM (highest dose often 9.22 µM), for the others: at the top dose activation of IL-2 secretion, most hits filed as activators; 330,000 tested, under 10 active; AID 504894; note: % of control where 0% means no effect
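Compounds are tested in HTS on primary human leukocytes co-incubated with a-CD3 beads for 48 hr. IL-2 output is measured by time-resolved FRET.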
PTAP TSG101 blk – blocks PTAP/TSG101 interaction to inhibit HIV-1 budding | Q99816 | Fluorescence polarization, FITC-PTAP peptide / Tsg101 binding | Potency, µM (highest dose often 115 µM), for inactives: top-dose activity change, negative = inhibition, most hits filed as inhibitors | 340,000 tested, under 10 active | AID 493005; active = well fitted inhibition curve with a large enough effect in the main read-out, with a control signal flat, not every such curve was filed as active; inconclusive = small, poorly fitted or top-dose-only effect, or effect the other way, or a change in a side signal; inactive = no such curve, though single readings can be large or run the other way; note: potency is the fitted concentration of half-maximal effect; % of control where 0% means no effect
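Compounds were pin-transferred onto Tsg101 binding domain (10 uM final) in HEPES pH 7.5 buffer, then FITC-PTAP peptide was added at 50 nM final. After 20 min at RT, polarization reported peptide displacement across a qHTS concentration series.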
Numbers without * were called inactive; ? = inconclusive; nt = no result given; [ ] = another dose, or the depositor's remark. Unless noted, calls come from the whole dose curve; as a rule, active = well fitted curve in the direction sought with a large enough effect; inconclusive = small, poorly fitted or top-dose-only effect, or another doubt; inactive = no such curve, though single readings can be large; an effect the other way counts as inactive or inconclusive. No enrichment for hits; about 3% have a hit in one of these screens.

1) C/C(=N\NC(=O)CSc1nnc(C)s1)c1ccc(O)cc1
2) O=c1[nH]c(SCc2cccc(Cl)c2)nc2[nH]ncc12
3) Cc1cc(Br)ccc1OCCCCNC(C)(C)C
4) Cc1cccc(C)c1OCc1cc(C(=O)N(C)Cc2nc3ccccc3[nH]2)no1
5) CCOc1ccccc1NC(=O)CC1Nc2ccccc2NC1=O (stereo unspecified)
6) Cn1ncc(C#N)c1NC(=O)C1CC(c2ccccc2Cl)=NO1 (stereo unspecified)

Screen / compound no.	1	2	3	4	5	6
Chronic BCR inh	0%	?	?	4%	?	-4%
USP2a block	0%	1%	2%	-2%	-11%	7%
Mito fusion act	-6%	4%	-7%	-4%	7%	-2%
TCR activator	8%[46.1 µM]	4%	-4%	-2%	16%	1%
Tb PFK inh	-2%	-13%	-1%	3%	-1%	-6%
ELG1 DNA repair	12%	?	-17%	-26%	-10%	2%
B2AR arrestin	-0.3%	0.0%	-0.2%	0.1%	0.9%	-0.4%
Eya2 inh	-1%	-30%	6%	-1%	-12%	-9%
PTAP TSG101 blk	0%	-3%	-4%	nt	-6%	1%
TSHR antag	5	-6	13	-4	20	11
uPA generation	5%	-26%	2%	-2%	-11%	3%

7) Cn1c(=O)c2c(-c3ccccc3)n(-c3ccccc3O)cc2n(C)c1=O
8) COc1ccc(OC)c(S(=O)(=O)N2Cc3ccccc3CC2C(=O)Nc2nccs2)c1 (stereo unspecified)
9) O=C(NC1CCCCC1)c1ccc(S(=O)(=O)N2CCCC2)cc1
10) COc1ccc(CNC(=O)CN(C(=O)c2ccc(CN3CCOCC3)o2)C2CCCC2)cc1
11) CCCNC(=O)c1ccc2c(=O)c(O)c(-c3ccc(Cl)c([N+](=O)[O-])c3)[nH]c2c1
12) CCC1(c2ccc(F)cc2)NC(=O)N(CC(=O)N(C)C2CCS(=O)(=O)C2)C1=O (stereo unspecified)

Screen / compound no.	7	8	9	10	11	12
Chronic BCR inh	?	?	?	0%	?	5%
USP2a block	1%	1%	4%	0%	5%	-1%
Mito fusion act	nt	4%	6%	0%	3%	-2%
TCR activator	nt	3%	4%[46.1 µM]	3%[46.1 µM]	-6%	3%
Tb PFK inh	1%	-4%	4%	0%	-2%	2%
ELG1 DNA repair	-9%	?	-7%	-6%	9%	-9%
B2AR arrestin	0.3%	0.4%	-1.3%	-0.1%	0.3%	-0.2%
Eya2 inh	12%	11%	-3%	7%	1%	2%
PTAP TSG101 blk	0%	1%	-11%	-14%	-1%	3%
TSHR antag	7	2	-6	1	-16	-8
uPA generation	-2%	-6%	nt	4%	?	1%

13) COc1ccccc1NC(=O)CN(Cc1ccco1)C(=O)c1cccs1
14) O=C(Nc1ccc(O)cc1)N1CCOCC1
15) Nc1nnnn1/N=C/c1ccc(F)cc1
16) O=C(Cc1c(F)cccc1Cl)Nc1ccc(-n2cnnn2)cc1
17) COc1cc(C(=O)NNC(=S)NC(=O)c2ccc3c(c2)OCO3)cc(OC)c1OC
18) Clc1cccc(C2Nc3cccc4cccc(c34)N2)c1

Screen / compound no.	13	14	15	16	17	18
Chronic BCR inh	?	-2%	4%	-17%	?	-1%
USP2a block	1%	2%	-1%	3%	0%	-1%
Mito fusion act	1%	1%	20%	-5%	-8%	-1%
TCR activator	0%	nt	4%	-4%	-4%	-2%
Tb PFK inh	1%	1%	-3%	-3%	0%	-23%
ELG1 DNA repair	-1%	1%	?	0%	?	-5%
B2AR arrestin	-0.6%	-0.6%	-0.4%	0.0%	0.5%	-1.0%
Eya2 inh	-22%	-13%	?	3%	-2%	-9%
PTAP TSG101 blk	-4%	-3%	0%	2%	0%	-2%
TSHR antag	-8	10	18	-1	3	-4
uPA generation	1%	-25%	-8%	-3%	1%	4%

19) Cc1csc(=O)n1CCC(=O)OC(C)C(=O)Nc1ccc(N2CCOCC2)cc1 (stereo unspecified)
20) CCOCc1nnc(NC(=O)C2CC(=O)N(CCc3ccc(F)cc3)C2)s1 (stereo unspecified)
21) O=C(CN(C(=O)CNC(=O)c1ccco1)c1ccc2c(c1)OCCO2)NC1CCCC1
22) COc1cc(/C=N/Nc2ccc(Cl)nn2)cc(OC)c1O
23) C=CCNC(=O)CSc1nc2sc3c(c2c(=O)n1CCC)CCC3
24) N#CC1(c2c(O)nc3n(c2=O)CCCS3)CCCCC1

Screen / compound no.	19	20	21	22	23	24
Chronic BCR inh	4%	-16%	0%	?	14%	0%
USP2a block	0%	-1%	-3%	-1%	-1%	2%
Mito fusion act	-1%	-5%	20%	-1%	6%	0%
TCR activator	1%	5%	-3%	4%	1%	-1%
Tb PFK inh	-1%	-1%	-3%	13%	1%	15%
ELG1 DNA repair	?	-4%	-8%	12%	?	-3%
B2AR arrestin	-0.7%	-0.1%	0.3%	0.5%	-0.2%	0.1%
Eya2 inh	0%	-5%	-8%	9%	3%	15%
PTAP TSG101 blk	-3%	2%	-2%	28%	-3%	0%
TSHR antag	-23	4	28	-9	-8	-8
uPA generation	?	4%	3%	?	-1%	7%

Reformatted as tab-separated lines: 2 of the compounds above
#	canonical_smiles	Chronic BCR inh	USP2a block	Mito fusion act	TCR activator	Tb PFK inh	ELG1 DNA repair	B2AR arrestin	Eya2 inh	PTAP TSG101 blk	TSHR antag	uPA generation
23	C=CCNC(=O)CSc1nc2sc3c(c2c(=O)n1CCC)CCC3	14%	-1%	6%	1%	1%	?	-0.2%	3%	-3%	-8	-1%
19	Cc1csc(=O)n1CCC(=O)OC(C)C(=O)Nc1ccc(N2CCOCC2)cc1 (stereo unspecified)	4%	0%	-1%	1%	-1%	?	-0.7%	0%	-3%	-23	?

Fetched by structure from the entries so far, two records:
20) CCOCc1nnc(NC(=O)C2CC(=O)N(CCc3ccc(F)cc3)C2)s1 (stereo unspecified)
19) Cc1csc(=O)n1CCC(=O)OC(C)C(=O)Nc1ccc(N2CCOCC2)cc1 (stereo unspecified)

Screen / compound no.	20	19
Chronic BCR inh	-16%	4%
USP2a block	-1%	0%
Mito fusion act	-5%	-1%
TCR activator	5%	1%
Tb PFK inh	-1%	-1%
ELG1 DNA repair	-4%	?
B2AR arrestin	-0.1%	-0.7%
Eya2 inh	-5%	0%
PTAP TSG101 blk	2%	-3%
TSHR antag	4	-23
uPA generation	4%	?

Other compounds.
25) COc1ccc(S(=O)(=O)Nc2cccc(-c3ccc4nncn4n3)c2)c(OC)c1
26) COc1ccccc1CNC(=O)CN1C(=O)c2ccccc2S1(=O)=O
27) CN(C)S(=O)(=O)c1cccc(NC(=S)NNC(=O)c2cc3ccccc3cc2O)c1
28) CCOc1ccc(OCC)c(S(=O)(=O)NCc2cccnc2)c1
29) O=C(NCCOc1nc(N2CCCCC2)nc(N2CCOCC2)n1)Nc1ccccc1
30) CCOCc1nnc(NC(=O)c2cccc(OC)c2)s1
31) Cc1ccc(C)c(NS(=O)(=O)c2ccc(NC(=O)c3ccco3)cc2)c1
32) Cc1nc2ccc(NC(=O)c3cncc(Br)c3)cc2s1
33) CCOc1ccc(C(=O)NC(=S)Nc2ccc(N3CCOCC3)c(Cl)c2)cc1[N+](=O)[O-]

Screen / compound no.	25	26	27	28	29	30	31	32	33
Chronic BCR inh	-22%	1%	?	-7%	?	?	-2%	-1%	?
USP2a block	2%	0%	?	0%	0%	6%	5%	0%	-2%
Mito fusion act	0%	-4%	11%	-6%	3%	2%	2%	0%	0%
TCR activator	-3%	3%	-1%	-4%[46.1 µM]	-2%	8%	-15%[46.1 µM]	7%	10%[46.1 µM]
Tb PFK inh	-22%	-4%	-10%	-7%	-7%	0%	-1%	4%	12%
ELG1 DNA repair	2%	14%	21%	-10%	?	?	?	23µM*	?
B2AR arrestin	0.2%	0.2%	-1.5%	-0.4%	-0.1%	-0.1%	3.1%	-0.2%	2.9%
Eya2 inh	?	12%	2%	1%	-2%	4%	-20%	1%	1%
PTAP TSG101 blk	-1%	0%	-3%	-6%	-10%	-1%	-1%	-2%	0%
TSHR antag	-16	-4	-25	-5	-10	-13	-7	-8	-49
uPA generation	-6%	1%	8%	-3%	-15%	-42%	0%	27%	-5%
